procasp7 counter = procaspase-7 activators, primary screen, counter-screen for procaspase-3 activator project, biochemical, absorbance, HTS, human. recombinant procaspase-7, Ac-DEVD-pNA absorbance 405 nm; D23A/D198A/D206A triple mutant, cannot self-cleave; scale: DMSO 0, 5 µM enzyme 100. AID 463210, 2010. activation, % at 8.5 µM. 330,000 compounds, 0.093% hits;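 active = percent activation above the screen-wide mean plus 3 SD, cut at about 25% in these data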
Target sequence (P55210 whole entry D23A/D198A/D206A): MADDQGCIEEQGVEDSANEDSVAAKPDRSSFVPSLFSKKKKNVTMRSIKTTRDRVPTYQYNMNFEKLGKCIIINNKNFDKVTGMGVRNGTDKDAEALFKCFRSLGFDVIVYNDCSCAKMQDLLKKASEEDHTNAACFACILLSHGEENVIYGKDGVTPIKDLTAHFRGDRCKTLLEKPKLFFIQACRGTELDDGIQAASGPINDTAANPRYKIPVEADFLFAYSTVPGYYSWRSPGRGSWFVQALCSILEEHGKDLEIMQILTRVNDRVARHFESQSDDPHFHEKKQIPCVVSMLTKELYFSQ
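Assay system: Uncleavable procaspase-7 mutant enzyme / Input: 2 µM procaspase-7 mutant as dispensed / Dosing: single nominal 8.5 µM compound dose, 0.8% DMSO final / Timing: 1 h enzyme–compound preincubation and 2 h substrate reaction, both 25 °C / Detection: p-Nitroaniline absorbance at 405 nm, read at 0 and 120 min / Replication: singlicate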
JMJD2C inh = inhibitors of GASC-1 histone demethylase, primary screen, biochemical, fluorescence, DELFIA europium | GST-JMJD2C(1-420) H3K9me3 demethylation | Lysine-specific demethylase 4C (Homo sapiens), Q9H3R0 | inhibition, % at 2.35 µM | 330,000 compounds, 0.069% hits;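 active = more than half of a compound's replicate wells show inhibition beyond 50%, single wells judged on their own value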;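 note: signal counts dimethyl H3K9 product captured on neutravidin plate; 0% = median of DMSO wells and 100% = 0.3 times that DMSO median; strong numbers were not always called active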
core dimer inh = inhibitors of HCV core protein dimerization, primary screen, biochemical, TR-FRET, high-throughput; TR-FRET GST/Flag-core106 dimerization, 1536-well; inhibition, % at 5 µM; 300,000 compounds, 0.33% hits; AID 1899, 2009;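 active = inhibition above the mean of all tested compounds plus 3 SD, set per screening campaign, cut at about 45% in these data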
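Material: GST/Flag-tagged HCV core106 proteins. Incubation: 4 h, 22.5 °C incubation. Read-out basis: inhibition (%) from 671 over 617 nm ratio. Measured by: TR-FRET, excitation 340 nm, emission 617 and 671 nm.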
PP5 primary = PP5 phosphatase inhibitors, primary screen, biochemical, fluorescence; purified PP5c, OMFP substrate fluorescence; inhibition, % at 6.7 µM; 320,000 compounds, 0.18% hits; AID 1987, 2009;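 active = inhibition above the campaign's mean inhibition across all tested compounds plus 3 SD, cut at about 9.5% in these data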;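 note: 0% = DMSO only and 100% = 100 µM cantharidin control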
Target sequence (P53041 whole entry, looked up): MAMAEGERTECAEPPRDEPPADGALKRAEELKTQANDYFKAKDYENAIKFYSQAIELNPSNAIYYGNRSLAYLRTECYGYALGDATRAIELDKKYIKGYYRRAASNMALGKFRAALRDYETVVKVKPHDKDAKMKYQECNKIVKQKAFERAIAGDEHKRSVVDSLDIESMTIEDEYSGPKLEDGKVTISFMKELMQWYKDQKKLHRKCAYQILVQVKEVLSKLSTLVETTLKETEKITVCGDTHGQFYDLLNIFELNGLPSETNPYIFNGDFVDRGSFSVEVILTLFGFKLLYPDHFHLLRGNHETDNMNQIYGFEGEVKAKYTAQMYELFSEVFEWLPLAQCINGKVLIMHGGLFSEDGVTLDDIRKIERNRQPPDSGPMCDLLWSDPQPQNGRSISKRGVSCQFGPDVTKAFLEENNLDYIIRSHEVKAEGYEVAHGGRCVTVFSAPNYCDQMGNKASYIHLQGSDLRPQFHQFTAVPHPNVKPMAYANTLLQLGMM
TPT1 inh = Candida albicans TPT1 enzyme inhibitors, primary screen, biochemical, fluorescence polarization. tRNA 2'-phosphotransferase TPT1 (Candida albicans SC5314). recombinant caTPT1, FP RNA substrate dephosphorylation. inhibition, % at 5 µM. 300,000 compounds, 0.81% hits;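 active = inhibition above the mean of all tested compounds plus 3 SD, set per screening campaign, cut at about 24% in these data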;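 note: plate controls were DMSO alone for no effect and ferristatin control at 100 nM for full effect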
Fh CTSL1 inh = Fasciola hepatica cathepsin L1 inhibitors, primary screen, counter-screen for PFM18AAP inhibitor project, biochemical, QFRET, fluorogenic peptide substrate; recombinant F. hepatica cathepsin L1, Z-Leu-Arg-MCA fluorescence; inhibition, % at 5.96 µM; 300,000 compounds, 0.49% hits; AID 1906, 2009;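 active = inhibition above the mean of all tested compounds plus 3 SD, set per screening campaign, cut at about 17% in these data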;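 note: 0% = plate median of test compound wells and 100% = 1 µM Z-Phe-Ala-diazomethylketone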
PP1 inh = PP1-alpha phosphatase inhibitors, primary screen, counter-screen for PP5 inhibitor project, biochemical, fluorescence, OMFP substrate, single point; AID 2235, 2010; Serine/threonine-protein phosphatase PP1-alpha catalytic subunit (Homo sapiens), P62136; 320,000 compounds, 0.9% hits; purified PP1alpha; inhibition, % at 6.7 µM;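 active = inhibition above the mean inhibition of all tested compounds plus 3 SD, computed separately for each screening campaign, cut at about 15% in these data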
procasp3 activ = activators of human procaspase-3 D3A mutant, primary screen, biochemical, absorbance, PC-3 D3A mutant, single concentration | Caspase-3 (Homo sapiens), P42574 | recombinant procaspase-3 D3A, Ac-DEVD-pNA absorbance 405 nm | activation, % at 8.5 µM | 330,000 compounds, 0.11% hits | AID 463141, 2010;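 active = activation above the mean of all tested compounds plus 3 SD, cut at about 21% in these data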;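 note: 0% = DMSO alone and 100% = DMSO wells spiked with extra 5 µM PC-3 D3A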
Target sequence (P42574 whole entry D9A/D28A/D175A): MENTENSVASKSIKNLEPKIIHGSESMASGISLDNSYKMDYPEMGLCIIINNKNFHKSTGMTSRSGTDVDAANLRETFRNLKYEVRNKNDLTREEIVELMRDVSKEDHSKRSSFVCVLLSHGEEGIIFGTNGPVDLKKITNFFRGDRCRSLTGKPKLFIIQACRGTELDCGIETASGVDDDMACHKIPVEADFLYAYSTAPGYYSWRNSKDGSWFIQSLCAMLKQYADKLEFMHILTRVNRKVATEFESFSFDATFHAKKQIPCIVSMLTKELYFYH
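Test system: Procaspase-3 D3A mutant; medium: Zinc-free HEPES/NaCl buffer with 0.01% Triton X-100 at pH 7.4; reagent: DEVD-pNA substrate; doses: one concentration, 8.5 µM nominal, 0.8% DMSO; times: 1 h preincubation plus 2 h reaction at 25 °C; signal: Epi-absorbance at 405 nm of released p-nitroaniline, 0 and 120 min; replicates: singlicate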
Efflux pump inh = inhibitors of Candida efflux pumps in yeast, primary screen, S. cerevisiae, Nile Red, multiplex. S. cerevisiae Candida pump triplex. inhibition, % at 10 µM. 330,000 compounds, 0.44% hits;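 active = plate passing quality check with inhibition over a set limit, or well fluorescence over plate mean plus 4 SD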;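 note: Nile Red retained in pooled yeast measured as flow cytometry median fluorescence; 0% = buffer negative control and 100% = Enniatin B positive control; higher means more Nile Red kept so more efflux inhibition; some compounds called inactive have numbers as strong as hits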
The depositor's hits bear a star; i = inactive; . = no result given.

SMILES	procasp7 counter	JMJD2C inh	core dimer inh	PP5 primary	TPT1 inh	Fh CTSL1 inh	PP1 inh	procasp3 activ	Efflux pump inh
Cc1ccc(CN2C(=O)N/C(=C\c3ccc(N4CCOCC4)cc3)C2=O)cc1	-6	1	-16	3.8	1	0	3	-4	0.1
CCN(CC)CCCNC(=O)Cn1nc([N+](=O)[O-])c(Cl)c1C	1	-5	2	0.1	0	-2	-1	-3	0.1
CCN1CCC2(CC1)N=C(c1ccc(F)cc1)C(=S)N2C(=O)c1ccc(C(C)(C)C)cc1	-15	5	-1	-0.2	-1	3	1	-9	0.0
NC(=O)Nc1ccc(C(=O)N2CCN(S(=O)(=O)Cc3ccccc3)CC2)cc1	5	-9	.	1.1	.	.	0	-1	0.1
Cc1ccc(SCc2nc3ccccc3n2CC(=O)Nc2ccc(Cl)cc2)cc1	3	7	4	1.7	-1	3	4	-1	0.2
COc1cc(CCCN2C(=S)NC[C@@H]2CCCCN)cc(OC)c1OC	-12	9	-12	-1.1	-6	-1	0	-2	-0.1
COC(=O)c1c(C(=O)OC)c(-c2ccccc2)n2c1CS(=O)(=O)C2	6	3	1	0.9	-3	-1	-3	2	0.2
Cc1ccc(S(=O)(=O)N2CCN(c3ccc(C(=O)N4CCOCC4)cc3[N+](=O)[O-])CC2)cc1	-2	-2	7	2.6	1	-4	-2	2	0.2
Nc1ccc(Br)cc1Br	-7	-23	-11	-0.2	-5	2	1	4	-0.1
O=S(=O)(Nc1ncccn1)c1cc(Cl)ccc1Cl	-1	2	14	2.6	1	-3	-2	-4	0.1
CCc1nnc(NC(=O)c2ccc(-c3ccccc3F)o2)s1	4	-7	5	0.0	1	2	-3	3	0.1
COc1cccc2c(C)cc(N3CCCCCC3)nc12	-6	-4	1	-1.3	-4	-1	-4	0	0.2
Cc1cccc(OCC(=O)NNC(=O)CCN2CCN(c3ccccc3)CC2)c1C	1	-5	.	.	.	.	.	2	0.1
CC1(C)CC(=O)C=C(Nc2ccc(C(=O)O)cc2)C1	-2	-4	-7	0.6	-5	1	-1	-3	-0.1
O=C(Cn1nc(C(=O)O)c2ccccc2c1=O)Nc1cc(C(F)(F)F)ccc1-n1cncn1	5	-9	.	-1.7	.	.	-3	2	0.1
CCCCn1c(=NC(C)=O)c(C#N)cc2c(=O)n3cccc(C)c3nc21	1	-2	3	0.3	2	2	-8	-3	-0.3
O=C1CC(NC(=O)c2ccc(Cl)cc2)C(=O)N1 (stereo unspecified)	-8	-13	5	1.3	133*	-8	0	1	0.1
CC(C)(C)C1CCC2(CC1)C(Nc1cccc(C(F)(F)F)c1)=NC(=S)N2CC#N (stereo unspecified)	14	-5	-1	1.8	-5	-3	2	3	-0.1
CC(=O)c1ccc(N2CCN(C(=O)c3ccc(OCc4c(C)noc4C)cc3)CC2)cc1	1	-13	-4	-4.4	5	7	-1	-10	-0.2
O=C(CNc1ccc2c(c1)OCO2)N/N=C\c1cn(Cc2ccccc2)c2ccccc12	-34	10	34	3.8	2	1	17*	-22	-0.1
Clc1ccc(CNCC2CCCO2)c(Cl)c1 (stereo unspecified)	3	-1	-7	-0.5	-2	-4	0	-4	0.0
CCc1ccc(-c2ccc3nnc(SCC(=O)NCC4CCCO4)n3n2)cc1 (stereo unspecified)	18	-11	-3	0.9	-1	0	0	3	0.0
CC1(C)Cc2c(sc3nc(SCC(=O)NCc4ccccc4)n(-c4ccccc4)c(=O)c23)CS1	9	-2	2	-2.5	-2	3	-7	5	0.0
COc1cccc(NC(=O)C2=COCCO2)c1	19	1	2	-2.1	3	-3	-11	7	0.1
COc1ccc(NC(=O)CSCc2cc(=O)n3ccsc3n2)cc1	1	-5	-8	2.4	-5	7	-3	-6	0.5
O=C(Nc1ccc2c(c1)OCCO2)c1ccc(Cl)c([N+](=O)[O-])c1	6	-4	1	-0.3	-1	-1	-2	5	0.1
CC1CN(CC(=O)NC(C)c2ccccc2)CC(C)O1 (stereo unspecified)	2	1	9	-0.7	0	-4	-3	-4	0.0
Cc1cccnc1NC(=O)CCCNC(=O)c1ccc(Cl)cc1	1	10	-2	0.1	-5	-3	-4	1	0.0
O=C(CNC(=O)c1ccc(Br)cc1)N=Nc1c(O)[nH]c2ccc([N+](=O)[O-])cc12	-1	-11	0	0.1	2	8	0	-3	-0.2
O=C(CCN1C(=O)/C(=C/c2ccc(F)cc2)SC1=S)NCCc1cnc[nH]1	-13	-3	11	-1.0	2	-2	-1	-9	-0.1
O=C(Nc1ccc2oc(-c3ccc4ccccc4c3)nc2c1)c1cccs1	-1	-3	5	-0.1	-1	7	-2	0	0.2
Cc1ccc(NC(=O)CN(C)C(=O)COC(=O)C(C)(C)Oc2ccc(Cl)cc2)cc1	-1	1	2	4.0	-4	-4	-5	4	-1.8
COc1cccc(OCCNC(=O)c2cc(OC)c(OC)c(OC)c2)c1	-3	-2	-2	1.5	-1	5	-4	-6	-0.1
CCOC(=O)N1CCC(N(CCN(C)C)C(=S)Nc2cccc(SC)c2)CC1	-16	5	1	-0.8	-1	1	0	-4	0.0
O=C(COc1ccccc1[N+](=O)[O-])N(Cc1cccc(Br)c1)C1CCS(=O)(=O)C1 (stereo unspecified)	-8	1	1	-6.0	-2	3	-4	-3	0.2
O=S1(=O)CC/C(=N\Nc2ccc(F)cc2)c2ccsc21	-6	-1	-2	1.6	-1	-2	-3	-3	0.1
O=C(c1ccc(S(=O)(=O)Nc2ccccc2)cc1)N1CCCC1	11	-6	-1	0.1	1	-2	-4	-12	0.0
CSC(=NC#N)N1CCN(c2ccccc2)CC1	-2	11	2	0.3	-3	1	-3	2	0.0
CCN(CC)C1CCN(C(=O)c2ccc(OC3CCN(CCc4ccccc4)CC3)cc2)C1 (stereo unspecified)	-2	1	-12	0.6	-2	1	-2	-3	0.1
O=c1[nH]c2ccccc2cc1-c1nnn(-c2ccc(Cl)c(Cl)c2)n1	0	-2	8	0.1	2	4	0	7	-0.1
Cc1cccc(-n2ncc(Cl)c(Cl)c2=O)c1	13	0	-111	-1.2	1	1	-5	6	0.0
Cc1ccc2c(c1)C1CN(C)CCC1N2S(=O)(=O)c1cccc(C(F)(F)F)c1 (stereo unspecified)	4	8	.	1.7	.	.	-1	6	0.0
Cc1ccc(NC(=O)CSc2nn(-c3ccc(Cl)cc3)c(=S)s2)cc1S(=O)(=O)N(C)C	-10	-8	-17	1.7	-3	-3	9	-6	-1.9
C1CN(c2nc3nonc3n3nnnc23)CCO1	-9	8	-8	-0.8	0	4	-2	8	-0.1
C[C@H]1CN([C@@H](C)CO)C(=O)c2cccc(NC(=O)C3CC3)c2O[C@H]1CN(C)S(=O)(=O)c1ccccc1	8	32	.	.	.	.	.	4	-0.3
CC(C)C(=O)Nc1cccc(C(=O)OCC(=O)c2ccc(Cl)cc2Cl)c1	4	5	2	2.6	-2	-3	-3	12	0.0
CSc1ncccc1C(=O)NC(C)C1CC2CCC1C2 (stereo unspecified)	14	0	-2	3.5	-2	3	-1	4	0.0
COc1ccc(OC)c(S(=O)(=O)N2CCC(C(=O)Nc3cccc(C(F)(F)F)c3)CC2)c1	5	2	3	5.1	4	2	4	1	-0.1
COC(=O)c1ccc(N2CCOCC2)c(NC(=O)c2ccco2)c1	5	-5	-2	-1.5	2	0	-1	8	-0.7
COc1ccc(S(N)(=O)=O)cc1C(=O)NCCCN1CCN(c2ccc(C)cc2)CC1	1	-5	-1	0.4	0	-2	0	0	-0.1
O=C(c1ccc(C(F)(F)F)cc1)C1CCCN(C(=O)CCN2CCCO2)C1 (stereo unspecified)	2	-4	-10	2.6	-3	3	-5	3	-0.1
COc1ccccc1NC(=O)CN(c1ccccc1)S(=O)(=O)c1ccccc1	-6	-3	10	5.7	1	3	2	6	0.0
CCOC(=O)c1cc(C(=O)c2cccs2)n2ccc(C(C)=O)cc12	-8	2	5	-0.6	0	3	1	7	0.1
O=C(Nc1ccc2c(c1)C(=O)N(c1ccccc1)C2=O)C1CCCO1 (stereo unspecified)	-6	23	-1	-0.9	-2	-3	1	8	-0.2
Cc1ccc(-c2nc(NCc3ccco3)n(C(=O)c3ccco3)n2)cc1	0	-14	-1	0.0	5	-1	-3	-4	-0.1
COc1cccc(CN2CCSCC2)c1	-1	-6	-2	6.5	-5	4	2	-8	-0.1
CCCCNC(=O)CCn1c(=O)c2ccccc2n(CC(=O)N2CC(C)CC(C)C2)c1=O (stereo unspecified)	8	i	-10	0.7	-2	-1	-3	3	-0.2
COCCn1c(SCC(=O)N2CC(=O)Nc3ccccc32)nnc1-c1ccoc1C	13	12	1	0.8	-2	-4	-3	-7	-0.1
CCOC(=O)c1c(NC(=O)CCN2CCOCC2)sc(C)c1-c1ccccc1	3	-9	-7	0.6	-1	2	1	-4	-0.1
N#Cc1c(SCC(=O)O)nc(N2CCOCC2)c2c1CCCC2	-3	12	0	-1.4	0	1	-4	-7	0.1
COc1cc(/C=N\NC(=O)c2ccc(-c3ccccc3)cc2)cc(OC)c1O	-9	-2	-2	2.8	-2	4	0	7	-0.3
C=CCNC(=S)NNc1nc(N2CCCC2)nc(N2CCCC2)n1	4	-4	-3	2.4	-1	-1	-2	2	-0.4

Among those listed so far, four have a furan ring, fused or not.
SMILES	procasp7 counter	JMJD2C inh	core dimer inh	PP5 primary	TPT1 inh	Fh CTSL1 inh	PP1 inh	procasp3 activ	Efflux pump inh
CCc1nnc(NC(=O)c2ccc(-c3ccccc3F)o2)s1	4	-7	5	0.0	1	2	-3	3	0.1
COC(=O)c1ccc(N2CCOCC2)c(NC(=O)c2ccco2)c1	5	-5	-2	-1.5	2	0	-1	8	-0.7
Cc1ccc(-c2nc(NCc3ccco3)n(C(=O)c3ccco3)n2)cc1	0	-14	-1	0.0	5	-1	-3	-4	-0.1
COCCn1c(SCC(=O)N2CC(=O)Nc3ccccc32)nnc1-c1ccoc1C	13	12	1	0.8	-2	-4	-3	-7	-0.1
